PRMT1 FP inh – inhibitors of human PRMT1; Q99873; recombinant PRMT1, activity-based probe fluorescence polarization; inhibition, % at 2.79 µM; 370,000 tested, 1.3% active; AID 652257;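 active = inhibition above about 21% made by adding two undisclosed values, limit read from the data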
Target sequence (Q99873 whole entry, looked up): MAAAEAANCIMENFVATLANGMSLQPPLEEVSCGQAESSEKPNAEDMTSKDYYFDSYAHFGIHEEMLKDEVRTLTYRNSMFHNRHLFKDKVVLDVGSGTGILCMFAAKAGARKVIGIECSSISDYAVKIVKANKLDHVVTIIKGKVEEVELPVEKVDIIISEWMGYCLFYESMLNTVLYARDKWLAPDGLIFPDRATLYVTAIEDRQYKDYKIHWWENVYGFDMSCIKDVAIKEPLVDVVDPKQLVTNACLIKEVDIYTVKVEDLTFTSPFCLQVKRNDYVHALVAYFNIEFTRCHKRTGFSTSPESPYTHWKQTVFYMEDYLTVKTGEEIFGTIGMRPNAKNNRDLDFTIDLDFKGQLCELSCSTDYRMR
ABHD4 inh – inhibitors of mouse ABHD4; inhibition, % at 8.92 µM; 370,000 tested, 0.54% active; purified mABHD4, FP-Rh probe fluorescence polarization; AID 720543; Q8VD66;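 active = inhibition exceeding the mean over every tested compound plus 3 SD, cut at about 30% in these data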;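 note: 0% = plate median of compound wells and 100% = S159A mutant with DMSO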
Target sequence (Q8VD66 whole entry, looked up): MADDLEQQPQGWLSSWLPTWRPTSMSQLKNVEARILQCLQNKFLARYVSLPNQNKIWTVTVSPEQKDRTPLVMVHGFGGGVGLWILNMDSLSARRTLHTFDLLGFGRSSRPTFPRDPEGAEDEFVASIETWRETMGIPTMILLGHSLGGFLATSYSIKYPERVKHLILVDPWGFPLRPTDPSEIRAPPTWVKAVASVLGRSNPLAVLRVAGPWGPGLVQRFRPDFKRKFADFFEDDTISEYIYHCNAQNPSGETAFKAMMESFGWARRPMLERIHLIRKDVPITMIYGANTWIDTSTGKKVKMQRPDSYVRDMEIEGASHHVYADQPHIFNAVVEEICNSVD
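Test system: mABHD4 protein; Read-out basis: % inhibition; Incubation: 45 min + 60 min at 25 °C; Repeats: single replicate; Technique: fluorescence polarization with parallel and perpendicular emission, 525/598 nm; Compound: 8.92 µM, single dose; Benchmarks: full inhibition S159A mutant plus DMSO, zero as sample-well median.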
LEDGF integ inh – blocks HIV-1 LEDGF/p75-dependent DNA integration | TR-FRET IN-LEDGF/p75 DNA integration, Eu/Cy5 | inhibition, % at 3.7 µM | 370,000 tested, 0.64% active;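 active = inhibition above the screen-wide mean plus 3 SD, cut at about 13% in these data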;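 note: signal is the Cy5 over europium emission ratio at 671 and 618 nm; 0% = plate median of compound wells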
rCAG RNA binder – binds r(CAG) RNA repeats | 370,000 tested, 1.3% active | AID 651821 | inhibition, % at 3 µM | r(CAG) RNA repeat, TO-PRO-1 dye displacement fluorescence;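 active = inhibition above the plate cutoff, the mean of all test compounds on that plate plus 3 SD, cut at about 35% in these data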;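 note: 0% = DMSO alone and 100% = 100 µM mitoxantrone as full dye displacement; higher means more dye released from RNA so lower well fluorescence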
MBD2 inh – inhibitors of human MBD2 binding to methylated oligonucleotide | inhibition, % at 4.4 µM | 370,000 tested, 0.31% active | TR-FRET; in the data active = inhibition above about 13%
Target sequence (Q9UBB5 whole entry, looked up): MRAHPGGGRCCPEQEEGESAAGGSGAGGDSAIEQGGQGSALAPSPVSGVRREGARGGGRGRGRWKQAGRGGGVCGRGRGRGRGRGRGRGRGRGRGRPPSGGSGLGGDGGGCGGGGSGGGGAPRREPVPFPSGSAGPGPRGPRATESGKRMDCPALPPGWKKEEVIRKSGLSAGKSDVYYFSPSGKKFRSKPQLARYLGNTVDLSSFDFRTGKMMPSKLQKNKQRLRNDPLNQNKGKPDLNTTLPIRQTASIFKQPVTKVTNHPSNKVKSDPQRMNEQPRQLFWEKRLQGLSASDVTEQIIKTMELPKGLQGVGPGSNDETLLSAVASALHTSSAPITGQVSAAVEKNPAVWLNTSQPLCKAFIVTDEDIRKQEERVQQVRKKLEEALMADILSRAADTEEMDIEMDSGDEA
HTRA1 inh – inhibitors of human serine peptidase HTRA1 | Q92743 | recombinant HTRA1, FP-rhodamine activity-based probe, fluorescence polarization | inhibition, % at 5.96 µM | 340,000 tested, 0.5% active | AID 504803; in the data active = inhibition above about 36%;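 note: 0% = enzyme with DMSO and 100% = wells lacking enzyme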
TCR-CD3 inh – blocks the human TCR-CD3 interaction | AID 651800 | TAMRA-labeled TCR probe fluorescence, biochemical | 360,000 tested, 0.37% active | inhibition, % at 9.4 µM; in the data active = inhibition above about 19%;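 note: recombinant mutant TCR 2C K166C tagged with TAMRA read by polarization; 0% = receptor in buffer alone and 100% = receptor with positive control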
Rev-erbA mod – modulates human Rev-erb alpha binding to DNA; Rev-erbα–FITC-DNA binding, fluorescence polarization, 90 min; 370,000 tested, 0.79% active; activity, % at 10 µM; P20393;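 active = activity above about 14%, limit read from the data; passing the limit was not always enough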;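 note: 0% = DMSO wells with 35 nM protein and 100% = DMSO wells with 750 nM protein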
UHRF1 MBD2 ctr – UHRF1 methyl-DNA binding inhibition. AID 687016. UHRF1 binding to methylated oligo, TR-FRET. Q96T88. inhibition, % at 4.4 µM. 370,000 tested, 0.75% active; in the data active = inhibition above about 21%;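 note: UHRF1 SRA domain binding a hemimethylated CpG hairpin DNA probe; 0% = median of test compound wells and 100% = reference inhibitor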
PG9 Ab binder – PG9 antibody binding by small molecule | TR-FRET gp120-PG9 antibody binding | inhibition, % at 6.7 µM | 360,000 tested, 0.43% active | AID 624416; in the data active = inhibition above about 8.5%
The depositor's hits bear a star.

Screening COc1ccc(OC)c(N/C(C)=C/C(=O)c2ccc(C)o2)c1 returned PRMT1 FP inh 1, ABHD4 inh 2, LEDGF integ inh 2, rCAG RNA binder -1, MBD2 inh -7, HTRA1 inh 2, TCR-CD3 inh 5, Rev-erbA mod 2, UHRF1 MBD2 ctr -1 and PG9 Ab binder -2.1.
COc1cc(OC)cc(-c2cc3ccccc3c(=O)o2)c1 was read as PRMT1 FP inh 4, ABHD4 inh 1, LEDGF integ inh 1, rCAG RNA binder 2, MBD2 inh 5, HTRA1 inh -8, TCR-CD3 inh 7, Rev-erbA mod 6, UHRF1 MBD2 ctr 3 and PG9 Ab binder 2.2.
For O=C(NCc1ccc(OC(F)(F)F)cc1)C12CN(Cc3ccccc3)CC1C(c1cccc([N+](=O)[O-])c1)=NO2 (stereo not drawn) the results were PRMT1 FP inh -1, ABHD4 inh -2, LEDGF integ inh 1, rCAG RNA binder 4, MBD2 inh 1, HTRA1 inh -18, TCR-CD3 inh 2, Rev-erbA mod -1, UHRF1 MBD2 ctr 3 and PG9 Ab binder -2.6.
Cc1ccc(S(=O)(=O)Nc2cc(C)c(O)c(S(=O)(=O)c3ccc(C)cc3)c2)cc1 was read as PRMT1 FP inh 5, ABHD4 inh -6, LEDGF integ inh -1, rCAG RNA binder 15, MBD2 inh 1, HTRA1 inh -8, TCR-CD3 inh -4, Rev-erbA mod -4, UHRF1 MBD2 ctr -1 and PG9 Ab binder 0.7.
`CC(=O)c1ccc(NC(=O)C(C)OC(=O)C2CC(=O)N(c3ccc4c(c3)OCCO4)C2)cc1` (stereo not drawn) gave PRMT1 FP inh 0, ABHD4 inh 4, LEDGF integ inh -1, rCAG RNA binder -4, MBD2 inh -1, HTRA1 inh 5, TCR-CD3 inh -2, Rev-erbA mod -4, UHRF1 MBD2 ctr 1 and PG9 Ab binder -4.3.
CCCOc1ccc(CN(C)c2ncnc(N)n2)cc1 was read as PRMT1 FP inh -2, ABHD4 inh 1, LEDGF integ inh 2, rCAG RNA binder -3, MBD2 inh -5, HTRA1 inh 4, TCR-CD3 inh -2, Rev-erbA mod 2, UHRF1 MBD2 ctr 0 and PG9 Ab binder -0.5.
Screening COc1ccccc1NC(=O)CSc1nnc(-c2ccoc2C)o1 returned PRMT1 FP inh -1, ABHD4 inh 6, LEDGF integ inh 3, rCAG RNA binder 2, MBD2 inh 4, HTRA1 inh -4, TCR-CD3 inh 4, Rev-erbA mod -3, UHRF1 MBD2 ctr 2 and PG9 Ab binder -2.2.
CCOC(=O)c1ccc(NC(=O)c2cc(F)c(F)cc2Cl)cc1 was read as PRMT1 FP inh 2, ABHD4 inh -4, LEDGF integ inh -1, rCAG RNA binder -3, MBD2 inh 7, HTRA1 inh -11, TCR-CD3 inh 4, Rev-erbA mod -1, UHRF1 MBD2 ctr 2 and PG9 Ab binder 1.8.
For CC(C)(C)N1C(=O)c2ccc(C(=O)NCc3ccco3)cc2C1=O the results were PRMT1 FP inh 1, ABHD4 inh 1, LEDGF integ inh -2, rCAG RNA binder 6, MBD2 inh 0, HTRA1 inh -5, TCR-CD3 inh 8, Rev-erbA mod 0, UHRF1 MBD2 ctr 0 and PG9 Ab binder -0.1.
O=C1CC(N2CCN(c3ccccc3)CC2)C(=O)N1Cc1ccc(Cl)cc1 (stereo not drawn) was read as PRMT1 FP inh 4, ABHD4 inh -12, LEDGF integ inh 3, rCAG RNA binder 4, MBD2 inh -5, HTRA1 inh -30, TCR-CD3 inh -5, Rev-erbA mod 7, UHRF1 MBD2 ctr 3 and PG9 Ab binder -0.5.
`O=C(C[n+]1cc(-c2ccccc2)n2c1CCCCC2)c1ccc(Br)cc1` gave PRMT1 FP inh 3, ABHD4 inh 9, LEDGF integ inh -5, rCAG RNA binder 6, MBD2 inh 4, HTRA1 inh 0, TCR-CD3 inh 2, Rev-erbA mod -3, UHRF1 MBD2 ctr 2 and PG9 Ab binder -1.7.
Screening COC(=O)COc1c(Cl)cc(Cl)c2ccc(C)nc12 returned PRMT1 FP inh -4, ABHD4 inh -13, LEDGF integ inh 5, rCAG RNA binder -2, MBD2 inh 0, HTRA1 inh 1, TCR-CD3 inh 3, Rev-erbA mod 3, UHRF1 MBD2 ctr -3 and PG9 Ab binder 0.1.
For COc1cc2c(c(OC)c1OC)C(c1ccc(C)cc1)CC(=O)O2 (stereo not drawn) the results were PRMT1 FP inh -1, ABHD4 inh -1, LEDGF integ inh 2, rCAG RNA binder 2, MBD2 inh -3, HTRA1 inh 2, TCR-CD3 inh -4, Rev-erbA mod -1, UHRF1 MBD2 ctr 0 and PG9 Ab binder 0.1.
Screening COc1ccccc1-c1nnc(SCC(=O)Nc2ccccc2)o1 returned PRMT1 FP inh 0, ABHD4 inh -1, LEDGF integ inh -1, rCAG RNA binder -5, MBD2 inh 1, HTRA1 inh 2, TCR-CD3 inh -3, Rev-erbA mod 0, UHRF1 MBD2 ctr -2 and PG9 Ab binder -2.3.
For COc1ccc(Cl)cc1NC(=O)C(C)NC(c1ccccc1)c1ccccc1 (stereo not drawn) the results were PRMT1 FP inh 1, ABHD4 inh -5, LEDGF integ inh 0, rCAG RNA binder -2, MBD2 inh -2, HTRA1 inh -20, TCR-CD3 inh 8, Rev-erbA mod -3, UHRF1 MBD2 ctr 15 and PG9 Ab binder -1.3.
`Cc1csc(OCc2ccc(C#N)cc2)n1` gave PRMT1 FP inh 4, ABHD4 inh -10, LEDGF integ inh 0, rCAG RNA binder 0, MBD2 inh 7, HTRA1 inh 4, TCR-CD3 inh -5, Rev-erbA mod 0, UHRF1 MBD2 ctr 5 and PG9 Ab binder 0.8.
Cc1ccc(NC(=O)CCC(=O)NNC(=O)C(c2ccccc2)c2ccccc2)c(C)c1 was read as PRMT1 FP inh -1, ABHD4 inh -2, LEDGF integ inh 0, rCAG RNA binder -1, MBD2 inh 2, HTRA1 inh 4, TCR-CD3 inh -3, Rev-erbA mod -1, UHRF1 MBD2 ctr -2 and PG9 Ab binder 3.4.
`Cc1cc(N(C)C)c(C#N)c(NCc2ccccc2)n1` gave PRMT1 FP inh -1, ABHD4 inh -6, LEDGF integ inh -6, rCAG RNA binder -7, MBD2 inh 3, HTRA1 inh -3, TCR-CD3 inh 1, Rev-erbA mod -1, UHRF1 MBD2 ctr 2 and PG9 Ab binder -0.3.
For CCc1ccc(-c2nc(CN3CCC(C(=O)N4CCN(c5ccccc5)CC4)CC3)c(C)o2)cc1 the results were PRMT1 FP inh -1, ABHD4 inh 12, LEDGF integ inh -1, rCAG RNA binder -8, MBD2 inh 0, HTRA1 inh -5, TCR-CD3 inh 2, Rev-erbA mod -4, UHRF1 MBD2 ctr 2 and PG9 Ab binder -2.3.
Screening O=C(Nc1ccc(N2CCCC2)c(Cl)c1)c1ccccc1F returned PRMT1 FP inh 2, ABHD4 inh 12, LEDGF integ inh -6, rCAG RNA binder 3, MBD2 inh 0, HTRA1 inh -1, TCR-CD3 inh -3, Rev-erbA mod 7, UHRF1 MBD2 ctr 2 and PG9 Ab binder -0.9.

2 compounds picked at random from those above, as already listed:
Screening COc1ccccc1-c1nnc(SCC(=O)Nc2ccccc2)o1 returned PRMT1 FP inh 0, ABHD4 inh -1, LEDGF integ inh -1, rCAG RNA binder -5, MBD2 inh 1, HTRA1 inh 2, TCR-CD3 inh -3, Rev-erbA mod 0, UHRF1 MBD2 ctr -2 and PG9 Ab binder -2.3.
Screening O=C(Nc1ccc(N2CCCC2)c(Cl)c1)c1ccccc1F returned PRMT1 FP inh 2, ABHD4 inh 12, LEDGF integ inh -6, rCAG RNA binder 3, MBD2 inh 0, HTRA1 inh -1, TCR-CD3 inh -3, Rev-erbA mod 7, UHRF1 MBD2 ctr 2 and PG9 Ab binder -0.9.

Next records
CC(C)(C)C(=O)Nc1ccc(C(=O)NCc2cccnc2)cc1 was read as PRMT1 FP inh -1, ABHD4 inh -3, LEDGF integ inh -1, rCAG RNA binder 1, MBD2 inh 2, HTRA1 inh 3, TCR-CD3 inh 4, Rev-erbA mod -4, UHRF1 MBD2 ctr -1 and PG9 Ab binder 0.8.
`COc1ccc(-c2noc(CN(C)C(=O)c3ccoc3C)n2)cc1` gave PRMT1 FP inh 4, ABHD4 inh -4, LEDGF integ inh 0, rCAG RNA binder 0, MBD2 inh 3, HTRA1 inh 4, TCR-CD3 inh -4, Rev-erbA mod -5, UHRF1 MBD2 ctr 2 and PG9 Ab binder -0.7.
For COC(=O)c1cc(=O)nc2sc(-c3cccs3)nn12 the results were PRMT1 FP inh 3, ABHD4 inh 1, LEDGF integ inh -3, rCAG RNA binder 1, MBD2 inh 2, HTRA1 inh 5, TCR-CD3 inh 5, Rev-erbA mod 3, UHRF1 MBD2 ctr -3 and PG9 Ab binder 1.8.
For O=C(CSc1nc2ccccc2nc1N1CCOCC1)N1CCN(c2ccccc2)CC1 the results were PRMT1 FP inh -3, ABHD4 inh -10, LEDGF integ inh 5, rCAG RNA binder 3, MBD2 inh -5, HTRA1 inh -12, TCR-CD3 inh 4, Rev-erbA mod 3, UHRF1 MBD2 ctr -2 and PG9 Ab binder 0.5.
For CCCc1nn(C(=O)c2ccccc2)c2c1C(=O)CC(C)(C)C2 the results were PRMT1 FP inh 3, ABHD4 inh -7, LEDGF integ inh 1, rCAG RNA binder 1, MBD2 inh -1, HTRA1 inh -2, TCR-CD3 inh -1, Rev-erbA mod 3, UHRF1 MBD2 ctr 9 and PG9 Ab binder 0.8.
Cc1cc(=O)[nH]c(N/N=C/c2ccccc2Cl)n1 was read as PRMT1 FP inh 2, ABHD4 inh 8, LEDGF integ inh -1, rCAG RNA binder 1, MBD2 inh -1, HTRA1 inh 2, TCR-CD3 inh 5, Rev-erbA mod 0, UHRF1 MBD2 ctr -2 and PG9 Ab binder -0.9.
`CC(NC(=O)NC(=O)c1cccc(Cl)c1)c1ccccc1` (stereo not drawn) gave PRMT1 FP inh 1, ABHD4 inh 5, LEDGF integ inh 2, rCAG RNA binder -7, MBD2 inh 4, HTRA1 inh -7, TCR-CD3 inh 10, Rev-erbA mod -6, UHRF1 MBD2 ctr 2 and PG9 Ab binder -1.0.
COc1cccc(NC(=O)CN(C)C(=O)c2cc(-c3ccccc3)nn2-c2ccccc2)c1 was read as PRMT1 FP inh 1, ABHD4 inh -8, LEDGF integ inh -1, rCAG RNA binder 2, MBD2 inh 2, HTRA1 inh -19, TCR-CD3 inh 5, Rev-erbA mod -3, UHRF1 MBD2 ctr 1 and PG9 Ab binder 2.1.
Screening C=CCn1c(N)c(C(=O)NCc2ccco2)sc1=S returned PRMT1 FP inh 0, ABHD4 inh 2, LEDGF integ inh -6, rCAG RNA binder -1, MBD2 inh -1, HTRA1 inh -3, TCR-CD3 inh 3, Rev-erbA mod 0, UHRF1 MBD2 ctr 4 and PG9 Ab binder 0.5.
`CC(OC(=O)CCc1nc2ccccc2c(=O)[nH]1)C(=O)Nc1ccc2c(c1)OCO2` (stereo not drawn) gave PRMT1 FP inh 2, ABHD4 inh 1, LEDGF integ inh 0, rCAG RNA binder 0, MBD2 inh -2, HTRA1 inh 10, TCR-CD3 inh 2, Rev-erbA mod -2, UHRF1 MBD2 ctr 1 and PG9 Ab binder -0.4.
For CCCc1ccc(O)c(N=Cc2cc(Br)cc(OCC)c2O)c1 the results were PRMT1 FP inh 5, ABHD4 inh 18, LEDGF integ inh 9, rCAG RNA binder 14, MBD2 inh 0, HTRA1 inh 41*, TCR-CD3 inh -5, Rev-erbA mod -7, UHRF1 MBD2 ctr 1 and PG9 Ab binder -4.6.
Screening CCN(C(=O)CSc1ncccc1C(=O)OC(C)C)c1cccc(C)c1 returned PRMT1 FP inh 2, ABHD4 inh -7, LEDGF integ inh 1, rCAG RNA binder -6, MBD2 inh -9, HTRA1 inh -5, TCR-CD3 inh -8, Rev-erbA mod -5, UHRF1 MBD2 ctr 2 and PG9 Ab binder -2.2.

An excerpt (hit frequency here may not be typical).
